# Screening data as filed in PubChem.
# PP1 inh: counter-screen for PP5 inhibitors: inhibitors of human PP1-alpha; P62136; purified PP1alpha, OMFP fluorescence; inhibition, % at 6.7 µM; hit rate 0.9% among 320,000; AID 2235;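 active = inhibition above the mean inhibition of all tested compounds plus 3 SD, computed separately for each screening campaign, cut at about 15% in these data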
# Fh CTSL1 inh: blocks F. hepatica cathepsin L1 in PFM18AAP counter-screen; inhibition, % at 5.96 µM; hit rate 0.49% among 300,000; recombinant F. hepatica cathepsin L1, Z-Leu-Arg-MCA fluorescence; AID 1906;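 active = inhibition above the mean of all tested compounds plus 3 SD, set per screening campaign, cut at about 17% in these data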;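 also: 0% = plate median of test compound wells and 100% = 1 µM Z-Phe-Ala-diazomethylketone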
# Efflux pump inh: blocks antifungal efflux pumps in multiplex yeast assay. S. cerevisiae Candida pump triplex, Nile Red efflux. inhibition, % at 10 µM. hit rate 0.44% among 330,000. AID 485275;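 active = plate passing quality check with inhibition over a set limit, or well fluorescence over plate mean plus 4 SD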;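 also: Nile Red retained in pooled yeast measured as flow cytometry median fluorescence; 0% = buffer negative control and 100% = Enniatin B positive control; higher means more Nile Red kept so more efflux inhibition; some compounds called inactive have numbers as strong as hits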
# JMJD2C inh: human JMJD2C demethylase inhibition | AID 2099 | Q9H3R0 | inhibition, % at 2.35 µM | GST-JMJD2C(1-420) H3K9me3 demethylation, DELFIA europium | hit rate 0.069% among 330,000;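 active = more than half of a compound's replicate wells show inhibition beyond 50%, single wells judged on their own value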;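 also: signal counts dimethyl H3K9 product captured on neutravidin plate; 0% = median of DMSO wells and 100% = 0.3 times that DMSO median; strong numbers were not always called active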
# Target sequence (Q9H3R0 1-420 limits assumed): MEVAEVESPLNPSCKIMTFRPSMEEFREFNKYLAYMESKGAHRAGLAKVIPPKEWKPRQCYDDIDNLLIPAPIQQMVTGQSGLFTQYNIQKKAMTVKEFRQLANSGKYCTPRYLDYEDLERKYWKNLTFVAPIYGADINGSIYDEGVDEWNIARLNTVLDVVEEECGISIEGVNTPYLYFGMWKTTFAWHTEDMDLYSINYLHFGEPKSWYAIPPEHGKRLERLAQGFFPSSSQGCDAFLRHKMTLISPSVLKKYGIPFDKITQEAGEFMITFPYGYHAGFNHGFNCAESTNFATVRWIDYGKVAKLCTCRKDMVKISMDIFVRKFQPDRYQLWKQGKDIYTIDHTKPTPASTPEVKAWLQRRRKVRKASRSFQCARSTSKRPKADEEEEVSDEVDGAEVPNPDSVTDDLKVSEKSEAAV
# LYPLA2 counter: blocks human lysophospholipase 2, a PME1 counter-screen. recombinant LYPLA2, FP-Rh probe fluorescence polarization. inhibition, % at 5.9 µM. hit rate 0.38% among 320,000;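 active = inhibition above the screen-wide mean plus 3 SD, limit set per campaign, cut at about 26% in these data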;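 also: 0% = LYPLA2 with DMSO and 100% = wells lacking LYPLA2 enzyme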
# HCV core dimer: HCV core protein dimerization inhibition; TR-FRET GST/Flag-core106 dimerization, 1536-well; inhibition, % at 5 µM; hit rate 0.33% among 300,000;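 active = inhibition above the mean of all tested compounds plus 3 SD, set per screening campaign, cut at about 45% in these data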
#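 Test system: GST/Flag-tagged HCV core106 proteins; Medium: KF-containing HEPES buffer, pH 7.45, DTT, CHAPS, BSA; Times: compound-protein-antibody incubation 4 h at 22.5 °C; Detection: TR-FRET 671 and 617 nm emission; Benchmarks: wells lacking GST-core106 and wells with excess unlabelled core106.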
# PREPL inhibitor: inhibits the human prolyl oligopeptidase-like enzyme; recombinant PREPL, fluorescence polarization activity-based probe; inhibition, % at 5.96 µM; hit rate 0.68% among 320,000; AID 2751; in the data active = inhibition above about 43%;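 also: 0% = enzyme with DMSO and 100% = wells lacking enzyme; many of its hits are not listed in these tables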
# Target sequence (Q4J6C6 whole entry, looked up): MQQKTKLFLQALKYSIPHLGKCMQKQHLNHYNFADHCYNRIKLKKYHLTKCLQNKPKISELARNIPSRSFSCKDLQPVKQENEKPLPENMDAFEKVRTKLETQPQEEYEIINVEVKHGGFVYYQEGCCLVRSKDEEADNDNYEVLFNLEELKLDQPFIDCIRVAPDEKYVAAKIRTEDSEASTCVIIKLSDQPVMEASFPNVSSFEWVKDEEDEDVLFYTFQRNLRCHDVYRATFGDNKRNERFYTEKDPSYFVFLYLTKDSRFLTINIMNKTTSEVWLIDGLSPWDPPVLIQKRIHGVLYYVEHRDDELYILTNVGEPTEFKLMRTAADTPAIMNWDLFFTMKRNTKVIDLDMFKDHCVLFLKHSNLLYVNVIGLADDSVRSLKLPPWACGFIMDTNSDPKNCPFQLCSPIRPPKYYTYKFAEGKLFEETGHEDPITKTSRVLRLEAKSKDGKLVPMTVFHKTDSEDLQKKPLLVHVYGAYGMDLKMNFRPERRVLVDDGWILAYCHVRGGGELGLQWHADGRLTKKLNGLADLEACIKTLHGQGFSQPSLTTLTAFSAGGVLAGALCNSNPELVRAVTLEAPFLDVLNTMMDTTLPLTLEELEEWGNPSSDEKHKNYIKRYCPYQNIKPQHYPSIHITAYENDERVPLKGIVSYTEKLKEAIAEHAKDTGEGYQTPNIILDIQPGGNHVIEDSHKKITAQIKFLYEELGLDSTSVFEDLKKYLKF
# PP5 primary: blocks human protein phosphatase 5 activity; P53041; purified PP5c, OMFP substrate fluorescence; inhibition, % at 6.7 µM; hit rate 0.18% among 320,000;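 active = inhibition above the campaign's mean inhibition across all tested compounds plus 3 SD, cut at about 9.5% in these data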;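 also: 0% = DMSO only and 100% = 100 µM cantharidin control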
# TPT1 inhibitor: blocks Candida albicans tRNA 2'-phosphotransferase; hit rate 0.81% among 300,000; AID 1962; inhibition, % at 5 µM; recombinant caTPT1, FP RNA substrate dephosphorylation;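 active = inhibition above the mean of all tested compounds plus 3 SD, set per screening campaign, cut at about 24% in these data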;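 also: plate controls were DMSO alone for no effect and ferristatin control at 100 nM for full effect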
# Numbers without * were called inactive; . = not tested or not shown. The list is partial; rates above refer to the full screens.
SMILES,PP1 inh,Fh CTSL1 inh,Efflux pump inh,JMJD2C inh,LYPLA2 counter,HCV core dimer,PREPL inhibitor,PP5 primary,TPT1 inhibitor
Cc1ccsc1/C=N/Nc1ncc(Cl)cc1Cl,0,0,-0.1,0,-1,0,3,2.9,-4
COc1ccccc1CC(=O)Nc1cccc(C(=O)NN2C(=O)c3ccccc3C2=O)c1,2,2,-0.1,5,-6,3,0,1.9,-1
CCC(C)N(C(=O)c1csnn1)C(C(=O)NCc1ccc(F)cc1)c1ccccc1F (stereo not given),2,2,-0.1,-3,-3,-2,0,3.5,4
CC1CCC(NC(=O)C2COc3ccccc3O2)CC1 (stereo not given),7,4,-0.1,-2,0,-13,15,-0.2,0
CCOC(=O)N/N=C/C=C/c1ccccc1[N+](=O)[O-],-7,-3,0.1,11,-7,-15,1,0.7,2
COc1cc(/C=C2/C(=O)NN(c3ccc(Cl)cc3)C2=O)ccc1OC(=O)c1ccco1,3,-3,-0.1,8,1,11,39,0.9,0
N#Cc1c(N2CCCC2)nsc1-c1ccccc1,2,4,-0.1,29,-5,-16,2,0.3,-4
O=C1c2ccccc2CN1CCSC(=S)N1CCSCC1,11,2,0.0,6,7,2,6,0.5,-4
Cc1ccc(NC(=O)CCC(=O)N/N=C/C=C/c2ccccc2)cc1,1,3,0.0,-27,5,-17,13,-1.7,-1
Cc1cc(C)n(CC(O)Cn2c3ccc(Br)cc3c3cc(Br)ccc32)c(=O)n1 (stereo not given),3,-1,-0.1,-1,-20,7,-12,2.9,-2
CC1CCC(C(C)C)C(OC(=O)COC(=O)c2cc(O)ccc2N)C1 (stereo not given),6,3,-8.3,13,3,-1,11,7.6,-5
CN(C)C1=NCCN1CC1CCCC1,1,-2,-0.1,-3,3,-8,9,-1.2,-4
CC(=O)C1=C(O)C(=O)N(Cc2cccnc2)C1c1ccccc1Cl (stereo not given),1,0,-0.1,14,7,-4,0,0.2,-2
CCOc1cc(-c2cc(-c3ccc(OC)cc3)nc(N)c2C#N)ccc1O,5,3,0.0,9,-4,-7,10,2.1,1
CCc1nn(C(C)C(=O)NCCc2ccccc2)c(=O)c2cc3occc3n12 (stereo not given),1,-3,0.1,-1,11,-3,-12,0.1,3
Cc1cc(C)n(CC(=O)NC2CCCCC2)n1,-7,-1,-0.1,23,-1,-3,2,-1.9,0
COc1ccc(-c2nc3n(c2Br)CCC3)cc1,-3,-1,0.0,37,5,-3,2,-0.5,-3
CSc1nn(CCc2ccncc2)c(=S)s1,-1,4,0.0,2,10,-1,10,2.0,0
O=C(Cn1cc2c(n1)CCCCC2)Nc1ccccc1Br,-4,-1,-0.1,-1,-8,4,6,1.0,0
CC(C)(C)c1ccc(/C=N/NC(=O)C(=O)NCCCN2CCOCC2)cc1,1,8,-0.1,-2,7,3,-4,4.2,0
COc1ccccc1N1CCN(C(=O)CNC(=O)c2cn(-c3ccccc3OC)c(=O)c3ccccc23)CC1,6,10,0.0,119,10,3,19,1.2,-4
O=C(COC(=O)c1n[nH]c(=O)c2ccccc12)NCc1ccccc1,1,.,0.1,-11,9,.,0,2.8,.
O=C(Nc1cccc(Cl)c1)c1cc(S(=O)(=O)NCCc2ccc(Cl)cc2)ccc1F,3,1,-0.1,-23,-78,2,-28,3.7,-4
O=C(CN1C(=O)c2ccccc2C1=O)OCC(=O)c1ccccc1,-6,-14,0.2,-18,-4,4,17,0.3,4
N#Cc1ccccc1NC(=O)CSc1cn[nH]n1,-10,4,0.0,9,-7,-17,11,-7.0,1

# Further structures:
SMILES,PP1 inh,Fh CTSL1 inh,Efflux pump inh,JMJD2C inh,LYPLA2 counter,HCV core dimer,PREPL inhibitor,PP5 primary,TPT1 inhibitor
CCCCCCCN1C/C=C\C(c2ccc(OC)cc2)N(Cc2ccc(F)cc2)C(=O)[C@H]1Cc1ccccc1 (stereo not given in full),4,-13,-0.1,10,-1,-2,-1,3.1,-1
NS(=O)(=O)c1ccc(CCNc2ncnc3sccc23)cc1,-2,-3,-0.1,-13,0,7,4,1.6,8
COc1ccc(O)c(-c2cn[nH]c2-c2cccs2)c1,-1,3,-0.1,2,-2,-1,-1,-1.5,0
Cc1ccc(C(=O)C2CCN(CC(=O)NC3CCCCC3)CC2)cc1,-2,-2,0.3,-10,0,2,15,3.6,3
O=C(CS(=O)(=O)c1c[nH]c2ccccc12)Nc1ccc2c(c1)OCCO2,3,3,0.7,-25,-2,0,1,0.2,2
Cc1ccc(C(=O)N(CN2CCCC2=O)c2ccc(F)cc2)cc1C,-3,-3,-0.1,10,0,-1,6,0.7,-1
O=C(Nc1cccc(-n2cccn2)c1)C1CCCN(Cc2cccc(F)c2F)C1 (stereo not given),0,6,1.2,7,1,-2,-16,2.3,2
C/C(=N/N1CCN(Cc2cccc3ccccc23)CC1)c1cccnc1,-1,5,0.9,2,-5,-2,13,-0.4,1
Cc1cccc(OC(=O)CN2C(=O)C3C4CCC(C4)C3C2=O)c1C (stereo not given),-1,2,0.1,-5,0,4,1,0.0,1
COc1ccc(Cl)cc1N(C)C(=O)CCc1nc(-c2ccc(C)cc2)no1,1,1,0.0,-3,0,9,-3,1.8,-6
CN(C)CCNC(=O)Nc1cccc(Cl)c1Cl,-2,-2,0.2,7,0,0,9,-2.4,0
CS(=O)(=O)N(CC(=O)Nc1ccccc1Sc1ccccc1)c1ccc(F)cc1,0,3,-0.2,1,0,-3,-11,5.5,-7
CCOC(=O)C1CCCN(C(=O)c2ccccc2SCCOC)C1 (stereo not given),-1,1,0.0,3,-2,1,-5,2.6,3
CCn1nnnc1SCC(=O)N1CCCCC1,0,-3,-0.1,-19,-5,-1,2,-1.3,-1
COc1cc2cc(/C=C/C(=O)c3ccco3)c(Cl)nc2cc1OC,1,0,-0.2,8,1,8,0,2.7,33*
COc1ccc(C(=O)CSc2ccccc2C(=O)O)cc1,-1,0,0.0,-7,-1,0,3,-0.8,3
COc1ccc(NC(=O)C2=CC(c3ccco3)=NS(=O)(=O)N2C)cc1OC,-2,1,-0.1,-8,3,-5,6,2.8,-2
O=C(NCc1cn(-c2ccccc2)nc1-c1ccccc1)c1cccc([N+](=O)[O-])c1,3,5,-0.9,10,-14,17,-2,3.3,5
CCCCN(CC)C(=O)c1ccc(Cl)c(Cl)c1,-2,-1,0.0,-7,0,1,-13,-0.5,0
CC1CN(C(=O)COC(=O)c2ccc(Cl)c(N)c2)CC(C)O1 (stereo not given),-3,-6,-0.2,4,4,-4,7,1.8,-4
COc1ccccc1NS(=O)(=O)c1cc(C(=O)NCc2ccncc2)ccc1C,-14,-1,0.1,-3,-3,-1,1,3.0,1
COC(=O)CSc1nc(N2CCOCC2)c2c(c1C#N)CCCC2,1,-2,0.0,4,4,5,-1,-0.2,0
Cc1c(C(=O)O)sc2nc(SCC(=O)Nc3ccc(S(=O)(=O)NCCCC(=O)O)cc3)[nH]c(=O)c12,0,1,-0.3,5,0,-6,5,-0.1,-5
CCC(C(=O)NCc1ccco1)N(Cc1cccs1)C(=O)CNS(=O)(=O)c1ccccc1 (stereo not given),1,-3,0.1,3,-1,-4,5,0.1,-2
Cc1nc2oc(C(=O)c3ccccc3)c(N)c2c2c1COC(C)(C)C2,-5,1,-0.1,-5,-2,-12,2,1.5,-7

# 4 entries from above, ordered by the number in PP5 primary, highest first.
Molecule | Efflux pump inh | JMJD2C inh | HCV core dimer | PREPL inhibitor | PP5 primary | TPT1 inhibitor
CCOC(=O)C1CCCN(C(=O)c2ccccc2SCCOC)C1 (stereo not given) | 0.0 | 3 | 1 | -5 | 2.6 | 3
NS(=O)(=O)c1ccc(CCNc2ncnc3sccc23)cc1 | -0.1 | -13 | 7 | 4 | 1.6 | 8
Cc1nc2oc(C(=O)c3ccccc3)c(N)c2c2c1COC(C)(C)C2 | -0.1 | -5 | -12 | 2 | 1.5 | -7
COc1ccc(O)c(-c2cn[nH]c2-c2cccs2)c1 | -0.1 | 2 | -1 | -1 | -1.5 | 0

# More structures
SMILES,PP1 inh,Fh CTSL1 inh,Efflux pump inh,JMJD2C inh,LYPLA2 counter,HCV core dimer,PREPL inhibitor,PP5 primary,TPT1 inhibitor
Brc1ccc(N=NNc2ccccc2)cc1,0,2,0.1,3,1,-5,3,2.4,-3
CCOC(=O)Cn1c(C)[n+](C)c2cc(Cl)c(Cl)cc21,2,0,-0.1,2,4,-5,13,-0.2,-2
Cc1ccc(S(=O)(=O)N2CCN(C(=O)c3ccc(S(=O)(=O)N4CCCC4)cc3)CC2)cc1,-5,0,-0.1,6,-3,-2,5,-1.6,-1
COC(=O)c1ccc(-c2nc3cc(Cl)c(N)cc3s2)cc1,-8,3,-0.1,-2,-3,16,-12,-0.5,-2
COc1ccc(OC)c(-c2csc(NC(=O)COC(=O)c3ccc(NC(=O)CC#N)cc3)n2)c1,10,.,0.5,-1,-73,.,-11,-0.2,.
CCOc1cc(C#N)c(NC(=O)c2ccco2)cc1OCC,-1,-1,0.0,6,8,3,-14,2.9,-1
O=C(CSCc1ccc(C(=O)O)cc1)Nc1ccccc1,8,1,0.6,-5,8,-1,10,2.1,0
Cn1cc(S(=O)(=O)N2CCOCC2)cc1C(=O)Nc1ccc(Cl)cc1,-3,-3,-0.1,28,-2,-6,2,-0.6,1
O=C(O)CCC(=O)Nc1ccccc1C(=O)NCc1ccccc1,2,-1,-0.1,4,-3,-2,6,0.3,2
CCN(CC(=O)NC1CCS(=O)(=O)C1)Cc1nc2c(Br)cc(Br)cc2c(=O)[nH]1 (stereo not given),-3,-1,0.1,3,-4,6,3,-0.1,6
COc1cccc(/C=N/NC(=O)c2ccoc2C)c1O,-4,5,-0.2,6,2,-5,22,-3.8,-3
CC1(C)CC(=O)C2=C(C1)N(Cc1ccccc1)C(=O)C2(O)C(F)(F)F (stereo not given),0,-3,-0.1,10,2,-1,7,4.0,-3
Cc1cccc(-n2c(C)cc(/C=N\NC(=O)c3cccs3)c2C)c1,4,-2,-0.6,-2,2,3,21,1.7,1
CCc1ccc(-c2nc(CS(=O)CC(=O)NCc3ccccc3)c(C)o2)cc1 (stereo not given),3,-8,0.0,2,2,18,-12,0.7,3
CCOC(=O)c1[nH]c2cc(OC)c(OC)cc2c1NC(=O)CN(C)C1CCCCC1,2,8,-0.1,-5,-1,3,32,1.7,-3
CN(C)S(=O)(=O)c1ccc(NC(=O)CN2CCN(C(c3ccccc3)c3ccccc3)CC2)cc1,0,-1,0.0,4,-1,3,6,0.7,2
O=C(c1ccc(C(F)(F)F)cc1)C1CCCN(C(=O)CCn2cncn2)C1 (stereo not given),-2,-4,-0.1,-23,-4,-2,1,1.4,1
CN(C)C(=O)c1c([N+](=O)[O-])c(C(C)(C)C)nn1C,-4,-3,-0.2,-6,-4,1,2,1.0,0
COc1ccc(NC(C)(C)c2nnnn2-c2c(C)cccc2C)cc1,1,5,0.2,20,-4,-4,7,-0.1,-1
O=C1c2ccccc2C(=O)C1(CO)c1ccccc1,-3,-6,0.2,-8,2,-34,4,4.6,-1
CN(Cc1nc(-c2cnccn2)no1)CC1CCN(Cc2ccccc2)CC1,4,-1,-0.3,9,11,2,9,1.3,4
COc1ccc(C(=O)CC(=O)c2ccccc2O)cc1OC,1,7,-0.2,4,-2,1,6,0.9,3
COCCNC(=O)C(c1ccc(C)o1)N(Cc1ccccc1)C(=O)Cn1nnc2ccccc21 (stereo not given),-3,-2,-0.1,-5,6,6,-3,0.5,1
Cc1ccc(C)c(-c2csc(N)c2C(=O)OC(C)C)c1,5,2,-0.1,-5,-5,0,10,5.9,1
Cc1cccc(C(=O)N(C)c2nnc(-c3ccncc3)s2)c1,-4,2,0.1,-6,-13,7,1,-2.2,-2
